# Pol kappa inh – DNA polymerase kappa (human) inhibition; Q9UBT6; purified Pol kappa, fluorescent DNA synthesis assay, 10 min; Potency, µM (top dose mostly 107 µM), inactives show at the top dose activity, negative = inhibition, most hits filed as inhibitors; 400,000 tested, 0.53% active; note: potency is the fitted concentration of half-maximal effect; % is set by controls: 0 for no effect and ±100 for the full control effect
#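 10 nM Pol kappa was preincubated with compounds for 15 min at room temperature. Reaction started with 50 nM (final) substrate. Fluorescence read kinetically at 0 and 10 min.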
# ALOX12 inh – blocks human arachidonate 12S-lipoxygenase | 580,000 tested, 1.1% active | purified 12hLO, xylenol orange hydroperoxide absorbance | Potency, µM (titrated, usually from 108 µM), for the others: at the top dose activity change, negative = inhibition, hits mostly inhibitors | P18054; note: potency is the fitted concentration of half-maximal effect; % is set by controls: 0 for no effect and ±100 for the full control effect
#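 Purified human 12hLO (150 nM final) in 25 mM Hepes, 0.01% Triton X-100, pH 7.0 was preincubated 15 min at room temperature with compound. Then 40 uM arachidonic acid was added, 30 min. Hydroperoxide was read by Fe-XO absorbance ratio 573/405 nm.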
# POLI inh – inhibitors of human DNA polymerase iota | Q9UNA4 | Pol iota fluorescent replication assay, 10 min | Potency, µM (highest dose often 115 µM), inactives show at the highest dose activity, negative = inhibition, actives largely listed as inhibitors | 390,000 tested, 1% active | AID 588590; note: potency is the fitted concentration of half-maximal effect
#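 Fluorescent replication assay read twice, at 0 min and 10 min after adding 50 nM (final) substrate. Enzyme (10 nM) and compounds were first incubated 15 min at room temperature; enzyme-free buffer wells were negative controls.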
# BLM helicase inh – Bloom syndrome helicase (human) inhibition; P54132; recombinant BLM DNA unwinding, fluorescence dequenching; Potency, µM (top dose mostly 56.1 µM), for inactives: at the top dose activity change, negative = inhibition, most hits filed as inhibitors; 350,000 tested, 0.2% active; AID 2528;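 note: potency is the fitted concentration of half-maximal effect; plate controls were vehicle for no effect and no enzyme for full effect; nearly all actives have a fitted effect of over 35% in size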
# Anesthetic bind – binds horse apoferritin like a general anesthetic; P02791; apoferritin/1-aminoanthracene competitive binding, fluorescence; Potency, µM (top dose mostly 77.5 µM), without a hit: top-dose activity change, negative = displacement, most hits filed as inhibitors; 350,000 tested, 0.074% active; AID 485281; note: potency is the fitted concentration of half-maximal effect; % is set by controls: 0 for no effect and ±100 for the full control effect; nearly all actives have a fitted effect of over 20% in size
# Target sequence (P02791 2-175 limits assumed): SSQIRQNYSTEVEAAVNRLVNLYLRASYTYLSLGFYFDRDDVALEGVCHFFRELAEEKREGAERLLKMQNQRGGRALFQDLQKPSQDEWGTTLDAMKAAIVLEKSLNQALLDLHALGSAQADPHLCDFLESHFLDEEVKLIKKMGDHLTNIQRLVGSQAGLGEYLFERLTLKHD
#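 Horse-spleen apoferritin (10 uM) was mixed with 50% saturated 1-aminoanthracene in PBS, exposed to compounds for 10 min at room temperature, and read for fluorescence (ex 380 nm, em 535 nm). Competitive displacement was fitted with a four-parameter Hill equation.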
# POLB inh – inhibitors of human DNA polymerase beta | Pol beta primer extension/strand displacement, fluorescence kinetic | Potency, µM (highest dose often 114 µM), without a hit: at the top dose activity change, negative = inhibition, actives largely listed as inhibitors | P06746 | AID 485314 | 340,000 tested, 1.3% active; note: potency is the fitted concentration of half-maximal effect; % is set by controls: 0 for no effect and ±100 for the full control effect
#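 Pol beta (10 nM) and compounds were preincubated 15 min at room temperature, then 50 nM substrate (final) started primer extension/strand displacement. Reads were taken at 0 and 10 min; concentration-response data were fitted to a four-parameter Hill equation.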
# ERG Ets-DNA blk – blocks human ERG Ets domain binding to DNA; P11308; fluorescence polarization, His-ERG Ets domain / labelled DNA; Potency, µM (top dose mostly 76.9 µM), for the others: top-dose FP activity, negative = inhibition, most hits filed as inhibitors; 370,000 tested, 0.028% active; AID 624246; active = well fitted inhibition curve with a large enough effect in the polarisation, with a control signal flat; inconclusive = small, poorly fitted or top-dose-only effect, or effect the other way, or a change in a side signal; inactive = no such curve, though single readings can be large or run the other way; the % refers to the polarisation;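 note: polarization taken with two DNA probes labelled with fluorescein and Texas red; potency is the fitted concentration of half-maximal effect; % of control where 0% means no effect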
# Target sequence (P11308 whole entry, looked up, the tested form may be a part): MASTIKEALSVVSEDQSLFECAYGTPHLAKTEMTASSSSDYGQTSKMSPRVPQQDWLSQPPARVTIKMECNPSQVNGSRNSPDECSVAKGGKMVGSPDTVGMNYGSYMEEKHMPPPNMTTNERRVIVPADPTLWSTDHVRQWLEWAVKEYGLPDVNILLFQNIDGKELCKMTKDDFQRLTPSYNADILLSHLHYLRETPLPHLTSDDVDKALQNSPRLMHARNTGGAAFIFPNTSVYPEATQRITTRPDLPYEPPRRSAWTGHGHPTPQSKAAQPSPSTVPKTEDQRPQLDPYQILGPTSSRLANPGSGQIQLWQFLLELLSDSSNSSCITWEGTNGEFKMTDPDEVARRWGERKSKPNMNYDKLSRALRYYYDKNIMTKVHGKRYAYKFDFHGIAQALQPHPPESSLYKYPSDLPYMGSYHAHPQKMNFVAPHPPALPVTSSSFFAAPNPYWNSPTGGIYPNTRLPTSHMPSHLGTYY
#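 His-tagged ERG Ets domain (1 uM in the protein solution; 300mM KCl, 50mM Tris-HCl, 1mM EDTA, 1mM DTT, pH 7.5) received compound, then a probe mix of 5 nM fluorescein-DNA and 100nM Texas-615-DNA. Fluorescence polarization was read for both dyes.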
# APE1 inh – inhibitors of human APE1 endonuclease. 350,000 tested, 0.35% active. P27695. AID 2517. Potency, µM (doses to about 65.8 µM), inactives show at the highest dose activity change, negative = inhibition, actives largely listed as inhibitors. recombinant APE1, TAMRA/BHQ-2 abasic DNA cleavage fluorescence;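 note: potency is the fitted concentration of half-maximal effect; plate controls were vehicle for no effect and reference inhibitor for full effect; nearly all actives have a fitted effect of over 55% in size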
#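 Endonuclease cleavage of a quenched abasic-site DNA duplex (50 nM) by APE1 (0.75 nM) was tracked by TAMRA dequenching. Compounds were preincubated with enzyme 15 min at room temperature; data normalized to buffer-only and DMSO wells plus NSC13755 control.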
# TRHR agonist – TRH receptor (human) agonism; TRHR cells, calcium flux fluo-8, FDSS agonist mode; activation, % at 2 µM; 360,000 tested, 0.18% active; in the data active = activation above about 30%; note: 0% is about no effect
# Target sequence (P34981 whole entry, looked up): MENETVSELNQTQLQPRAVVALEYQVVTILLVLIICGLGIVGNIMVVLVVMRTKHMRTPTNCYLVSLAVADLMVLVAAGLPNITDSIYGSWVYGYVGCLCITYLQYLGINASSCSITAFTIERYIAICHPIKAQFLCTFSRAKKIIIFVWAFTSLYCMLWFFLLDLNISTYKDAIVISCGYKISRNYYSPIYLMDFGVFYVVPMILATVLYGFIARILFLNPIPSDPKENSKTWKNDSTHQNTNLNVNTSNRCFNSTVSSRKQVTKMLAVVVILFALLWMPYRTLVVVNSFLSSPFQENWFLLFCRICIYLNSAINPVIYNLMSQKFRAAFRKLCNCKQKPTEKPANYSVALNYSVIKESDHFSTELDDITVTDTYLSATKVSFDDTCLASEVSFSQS
#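 Agonist-mode FDSS calcium read (Ex 480/Em 530, 1 s cycles) in 1536-well TRHR cells with fluo-8 dye, after 10-cycle baseline and 23 nL compound addition; TRH at EC20 (10 nM final) added afterwards for the enhancer phase.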
# * marks the source's active call; other numbers are inactive results; i = inactive; ? = inconclusive; · = no result given; [ ] = another dose, or the depositor's remark. Unless noted, calls come from the whole dose curve; as a rule, active = well fitted curve in the direction sought with a large enough effect; inconclusive = small, poorly fitted or top-dose-only effect, or another doubt; inactive = no such curve, though single readings can be large; an effect the other way counts as inactive or inconclusive. A portion of the library; count on the stated rates, not on these rows.
# Values in the order – POLB inh, BLM helicase inh, POLI inh, ERG Ets-DNA blk, Pol kappa inh, Anesthetic bind, ALOX12 inh, APE1 inh, TRHR agonist
- O=C(N1CCOCC1)N1CCN(c2ccccn2)CC1
→ -5%, 0%, 6%, -2%, 1%, 0%, 22%, 1%, 1.1
- CN(C)CCCN(Cc1ccccc1)C(=S)Nc1ccc(SC(F)F)cc1
→ -27%, 2%, 25%, 2%, -19%, ?, ?, -1%, 3.2
- Cc1cccc(-c2nc(CCNC(=O)c3ccccc3Br)cs2)c1
→ 2%, 1%, 11%, 2%, -1%[60.1 µM], 1%, ?, ·, -0.6
- CCc1c(C)n([O-])c2c([n+]1=O)CCC2
→ 16%, 2%, -11%, 10%, 6%, -6%, 0%, 4%, 0.1
- O=C(Nc1ccccc1N1CCCCC1)c1ccc(Cl)c([N+](=O)[O-])c1
→ -19%, 0%, 43%[activator], 7%, -8%, -2%, 12%, 0%, 0.2
- COc1cccc(C(C(=O)NC2CCCC2)N(Cc2ccc(C)cc2)C(=O)c2ccco2)c1OC (stereo not drawn)
→ -16%, -7%, 3%, -1%, -20%, -3%, -8%, -10%, -0.4
- COc1ccc([C@H]2CC(=O)C=C(c3c(OC)cccc3OC)C2)cc1
→ ·, ·, -14%, 0%, -8%, ·, -3%, -19%, 0.0
- COc1ccc(Cl)cc1N1C(=O)C2CCCN2C1c1sccc1C (stereo not drawn)
→ 17%, -4%, 14%, 3%, -21%, -12%, 0%, 10%, -0.8
- CC(=NN1CC(=O)NC1=O)c1ccc([N+](=O)[O-])o1
→ ·, ·, 44%[activator], 18%, -3%, ·, -18%, ·, ·
- O=C(CCNS(=O)(=O)c1ccccc1C(F)(F)F)N1CCN(c2ccccc2O)CC1
→ ·, ·, 23%, -3%, -8%, ·, -7%, 14%, -0.1
- COc1ccc(C(=O)Nc2cccc(C(C)=O)c2)cc1S(=O)(=O)N1CCOCC1
→ -9%, -2%, 1%, 3%, -4%, -10%, 0%, -1%, 0.1
- CCn1c(SCC(=O)Nc2ccc3c(c2)OCO3)nc2c(c1=O)SC(C)C2 (stereo not drawn)
→ 5%, -4%, ?, -1%, -10%, -12%, -30%, 1%, 0.1
- O=C(CSc1ccc(S(=O)(=O)N2CCCCC2)cn1)Nc1ccccc1Br
→ ·, ·, 2%, 8%, -3%, ·, -25%, -2%, 0.1
- Cc1cc(=O)oc(C)c1C(=O)Nc1c(C)n(C)n(-c2ccccc2)c1=O
→ 1%, -3%, ?, -8%, -9%, -6%, 0%, 3%, 0.1
- O=c1nc2ccccc2c(NS(=O)(=O)c2ccc(Cl)cc2)n1-c1ccccc1
→ -2%, -3%, 7%, -5%, -20%, -8%, 130%[activator][57.4 µM], -2%, 0.4
- Cc1c(C(=O)O/N=C(\N)c2ccccn2)cccc1[N+](=O)[O-]
→ 3%, 2%, 0%, -1%, -2%, 0%, ?, 1%, -0.1
- CCOC(=O)c1ccc(N2C(=O)c3n[nH]c(-c4ccco4)c3C2c2cccc(F)c2)cc1 (stereo not drawn)
→ 27%, -16%, ?, -7%, -3%, -20%, -20%, ·, 6.9
- Cc1ccc(-n2c(C)cc(C)c(C#N)c2=O)cc1C
→ 3%, -5%, 75%[activator], 4%, -6%, -5%, 7%, 5%, 0.0
- CC(=O)Nc1ccc(S(=O)(=O)NCC(=O)OCc2ccccc2)cc1
→ 6%, 3%, 20%, 7%, -8%, -8%, -5%, -2%, -0.1
- Clc1ccc(Cn2c(CN3CCCC3)nc3ccccc32)cc1
→ -2%, -13%, -7%[58.9 µM], ·, -3%[60.1 µM], -19%, 4%[22.9 µM], -11%, -0.6
- COc1ccccc1C1(O)C(=O)Nc2ccc(C)cc21 (stereo not drawn)
→ 1%, 0%, 69%[activator], 3%, -5%, 41%[activator], -4%, -12%, 0.4
- CC1CN(C(=O)COC(=O)c2ccc(Cl)nc2)CC(C)O1 (stereo not drawn)
→ 9%, 0%, 53%[activator], 3%, -2%, -1%, 1%, -1%, 0.1
- CCOc1ccc(C(=O)NCCn2cc(SCC(=O)Nc3cc(C)on3)c3ccccc32)cc1
→ -1%, -16%, -5%, -13%, -9%, -11%, 0%, -7%, -0.1
- COc1ccccc1CCNC(=O)Cc1c(C)c2c(cc(C)c3c(C)coc32)oc1=O
→ 8%, 4%, 7%, 2%, -3%, 5%, -21%, ·, -0.4
- Cc1ccc(NC(=O)C2CCC(CNS(=O)(=O)c3cccc4nsnc34)CC2)c(C)c1 (stereo not drawn)
→ 24%, -2%, 26%, 4%, 3%, -8%, -18%, ·, -0.1
- CC1(C)CC(CCNC(=O)CCl)(c2ccccc2)CCO1 (stereo not drawn)
→ 4%, 1%, 7%, 7%, -13%, -5%, -1%, 3%, 0.4
- O=[N+]([O-])c1cccc(S(=O)(=O)c2ccc(N3CCCCC3)c([N+](=O)[O-])c2)c1
→ -7%, 1%, 20%, 1%, -25%, 7%, -3%, -2%, 0.4
- Cn1c(CNC(=O)OC(C)(C)C)nnc1SCC(=O)N1CCOCC1
→ 0%, -1%, 19%, 16%, 7%, -4%, 14%, ?, -0.2
- Cn1c(SCC(=O)Nc2sccc2C(N)=O)nnc1-c1ccncc1
→ ?, -11%, -14%, -5%, -18%, 0%, 0%, 8%, 0.6
- CCC(C)NC(=O)c1ccc(N2CCC3(CC2)OCCO3)c([N+](=O)[O-])c1 (stereo not drawn)
→ -1%, -3%, 19%, ·, -5%, -15%, -13%, 6%, -0.1
- COc1ccc(-c2csc(NC(=S)NC(=O)/C=C/c3ccc(C(C)C)cc3)n2)cc1OC
→ -2%, -9%, 56%[activator], -3%, -11%, -8%, i, 25%, 0.3
- Cc1ccc(CNC(=O)c2cc3c(s2)-c2ccc(Cl)cc2SC3)cc1
→ 29%, -4%, 7%, 8%, 5%, -10%, -25%, ·, 0.9
- O=C(CN1CCN(c2ccc(O)cc2)CC1)NC1CCCc2ccccc21 (stereo not drawn)
→ 27%, -3%, ·, ·, ·, -9%, ?, ?, -0.1
- CC1CN(CC(O)COc2ccccc2C(C)(C)C)CC(C)O1 (stereo not drawn)
→ -1%, -2%, ?, -5%, -5%, -11%, ?, -2%, -2.5
- N#C/C(Cn1c[n+](NC(=O)Nc2ccccc2)cn1)=N/O
→ 41%, -7%, 8%, -1%, -16%, -5%, ?, 5%, -0.1
- Cc1ccccc1NC(=O)CC(NCc1cccnc1)C(=O)O (stereo not drawn)
→ -13%, -5%, 5%, 0%, -7%, -9%, ?, ·, -0.9
- O=C(NNS(=O)(=O)c1ccccc1C(F)(F)F)c1cccc(S(=O)(=O)Nc2ccccc2Cl)c1
→ 88%, 1%, 11%, -6%, -10%, 7%, -23%, -1%, 0.2
- O=C(NCCCn1ccnc1)c1nc(Cn2ccc([N+](=O)[O-])n2)no1
→ -9%, -1%, 46%[activator], 2%, 3%, -7%, -9%, 27%, 0.3
- COc1ccc(NC(=O)c2cn(C)c(=O)c3cc(OC)c(OC)cc23)cc1OC
→ ?, -8%, 45%[activator], 0%, -10%, -4%, 5%, 37%, -0.4
- COC(=O)c1ccccc1NC(=O)N1CCC(n2c(C)nc3cccnc32)CC1
→ -20%, 1%, -25%, 5%, -12%[60.1 µM], 55%[activator], -7%, ·, -2.0
- CCN1c2ccccc2NC2N=C(OC)C(c3ccccc3)C21 (stereo not drawn)
→ -25%, -3%, -25%[58.9 µM], -2%, -3%, -10%, ·, -6%, -0.4
- N/C(COc1ncn(-c2ccccc2)n1)=N\S(=O)(=O)c1ccccc1
→ 70%, 0%, -20%, -3%, -17%, -8%, 7%, -4%, -0.2
- COc1ccc(OC)c(NC(=O)c2ccc(NS(C)(=O)=O)cc2)c1
→ 5%, -4%, 18%, 1%, -11%, -10%, -6%, 1%, 0.1
- O=C(NCCn1cc(SCc2ccc(Cl)cc2)c2ccccc21)c1cccs1
→ 9%, -14%, ?, 4%, 4%, 57%[activator], -12%, ·, 1.2
- NC(=O)c1nn(-c2ccccc2)nc1NC(=O)CN1CCCCC1
→ 12%, 2%, -1%, 1%, 0%, -17%, -21%, -3%, -0.7
- COc1cccc(C2C(C(=O)c3ccc(C)o3)=C(O)C(=O)N2CCN2CCOCC2)c1 (stereo not drawn)
→ -30%, -18%, 12%, 7%, 13%, -5%, ·, 9%, 1.3
- Cc1cc(C)n(CCCNC(=O)Cn2nnnc2CN2C[C@@H](C)O[C@@H](C)C2)n1
→ -26%, -2%, 13%, -15%, 6%, -2%, -22%, 48%, 0.0
- CC1Cc2ccccc2N1C(=O)c1ccc2c(c1)OCO2 (stereo not drawn)
→ ·, ·, -1%, 17%, 0%, ·, 130%[activator], ·, ·
- CCNC(=O)c1ccc(NS(=O)(=O)c2ccc3[nH]c(=O)[nH]c3c2)cc1
→ 0%, -3%, 48%[activator], 4%, 3%, -4%, ·, 14%, 3.3
- COc1ccc2c(c1)-c1nc(/N=C/c3cccc(OC)c3O)sc1CC2
→ -1%, ?, 17%, 1%, -10%, ?, ?, -3%, -1.1
- Cc1cccc(N2CCN(C(=O)c3cc(COc4ccc(F)c(F)c4)on3)CC2)n1
→ -20%, -6%, 21%, 3%, -18%, -7%, 10%, 41%, -0.3
- CCN(CC(=O)NCc1cccs1)S(=O)(=O)c1cc(NC(C)=O)ccc1OC
→ ·, ·, ?, 6%, -12%, ·, 0%, -31%, -0.8
- Cc1ccc(C)c(N2CCN(CC3CCCCC3)CC2)c1
→ 28%, 1%, 105%[activator], 15%, -6%, 2%, 4.5µM*, 22%, 0.1
